Glyco luc inh: blocks N-linked glycosylation in D54 reporter cells. D54 ERlucT glycosylation luciferase reporter, 24 h; percent of 100 nM tunicamycin response. reporter increase, % at 12.5 µM. 360,000 tested, 0.23% active. AID 588692;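 active = mean luciferase reporter signal, scaled so untreated is 0 and the glycosylation-blocking control 100, at or above a set limit in every replicate; inconclusive = mean reaches the limit but not every replicate does; inactive = mean below the limit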;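 note: luciferase carries N-glycosylation sites so blocking glycosylation raises the light; 0% = median of neutral control wells and 100% = median of 100 nM tunicamycin wells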
ABCB6 inh MLPCN: human ABCB6 transporter inhibition; K562-ABCB6 porphyrin accumulation, flow cytometry, 1 h; stronger effect = lower value; fluorescence ratio to DMSO, % at 10 µM; 360,000 tested, 0.19% active;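 active = fluorescence ratio to DMSO below 75%, the collection mean minus 3 SD; inconclusive = too few cells collected in the well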;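 note: signal is porphyrin accumulated inside mitochondria; 100% equals median channel fluorescence of DMSO control wells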
H9c2 protect: modulators protecting cardiomyocytes from myocardial damage; H9c2 cardiomyocytes, H2O2 injury protection, ATPLite, 2 h; protection from H2O2 cell death, % at 20 µM; 360,000 tested, 0.63% active;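 active = compounds giving at least 50% protection of heart cells from peroxide-induced death in the single-dose screen, raw or plate-pattern-corrected value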;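 note: 0% = DMSO wells with peroxide and 100% = DMSO wells without peroxide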
m5-HT2A agonist: activates the mouse 5-HT2A serotonin receptor; activation, % at 7.6 µM; P35363; AID 624169; 360,000 tested, 0.66% active; CHO-K1 mHTR2A beta-arrestin complementation, luminescence; percent of 30 µM serotonin response;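 active = activation above a run cutoff, the mean activation of all tested compounds plus 3 SD, cut at about 14% in these data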;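 note: 0% = plate median of compound wells and 100% = 30 µM serotonin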
Target sequence (P35363 whole entry, looked up): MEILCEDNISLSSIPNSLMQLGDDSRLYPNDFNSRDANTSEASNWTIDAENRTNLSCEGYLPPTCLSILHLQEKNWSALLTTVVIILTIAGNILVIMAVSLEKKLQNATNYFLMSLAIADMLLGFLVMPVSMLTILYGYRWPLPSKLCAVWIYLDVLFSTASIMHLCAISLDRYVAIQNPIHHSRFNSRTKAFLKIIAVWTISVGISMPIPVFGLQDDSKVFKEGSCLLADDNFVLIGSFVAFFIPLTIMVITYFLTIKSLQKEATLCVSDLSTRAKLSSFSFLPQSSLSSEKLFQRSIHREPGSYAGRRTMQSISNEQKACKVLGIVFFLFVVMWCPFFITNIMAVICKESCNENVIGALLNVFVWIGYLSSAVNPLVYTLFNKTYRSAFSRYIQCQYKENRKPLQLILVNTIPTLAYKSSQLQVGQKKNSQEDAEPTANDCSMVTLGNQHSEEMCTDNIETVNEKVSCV
MC4R antagonist: human MC4R antagonism in cAMP assay. P32245. MC4R-expressing cells, MTII-stimulated cAMP, LANCE TR-FRET. inhibition, % at 6.5 µM. 360,000 tested, 0.48% active. AID 540295;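 active = inhibition above its plate's cutoff, the mean of tested wells on that plate plus 3 SD, cut at about 29% in these data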;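 note: 0% = Melanotan II alone and 100% = Melanotan II plus saturating MCL0020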
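Material: U2OS-MC4R stable cell line | Reagent: Melanotan II challenge after compound preincubation | Doses: One concentration, 6.5 µM nominal | Incubation: 30-min compound preincubation, 1-h Melanotan II challenge, 1-h detection, room temperature | Signal: TR-FRET cAMP assay | Replicates: One well per compound, no replicates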
aDG glyco up: alpha-DG glycosylation activation; Pro5-aDG cells, alpha-DG glycosylation AlphaScreen (IIH6); 0% Pro5, 100% B10-LARGE cell signal; activation, % at 10 µM; 360,000 tested, 0.22% active; AID 624168;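 active = activation of at least 8% versus controls, or a plate z-score of at least 8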;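 note: Pro5 are CHO cells carrying HIG-tagged alpha-DG that lacks glycosylation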
CaV13 ICDI inh: Primary screen for inhibitors of IQ motif and Ca2+-dependent inactivation inhibitor domain binding in CACNA1D, Förster resonance energy transfer in living cells, …; HEK cells, CFP/YFP FRET ICDI-IQ, plate reader, 10 min; percent FRET-ratio fall versus neutral wells; inhibition, % at 12.3 µM; 340,000 tested, 0.098% active; AID 743397;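 active = mean replicate inhibition of at least 30% and at least 1% of replicates passing that level; inconclusive = only one of the two criteria is met; inactive = neither criterion is met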;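 note: 0% = median of the neutral control wells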
PDI inh: blocks human protein disulfide isomerase activity; PDI insulin aggregation turbidity, A650, 90 min; 350,000 tested, 0.052% active; inhibition, % at 10 µM; P07237; AID 588391;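 active = mean inhibition across replicates of 30% or more, whatever share of single replicates reach that level; inconclusive = mean inhibition below 30% while every single replicate reaches 30%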;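 note: absorbance from insulin aggregation driven by PDI reduction with DTT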
Target sequence (P07237 whole entry, looked up): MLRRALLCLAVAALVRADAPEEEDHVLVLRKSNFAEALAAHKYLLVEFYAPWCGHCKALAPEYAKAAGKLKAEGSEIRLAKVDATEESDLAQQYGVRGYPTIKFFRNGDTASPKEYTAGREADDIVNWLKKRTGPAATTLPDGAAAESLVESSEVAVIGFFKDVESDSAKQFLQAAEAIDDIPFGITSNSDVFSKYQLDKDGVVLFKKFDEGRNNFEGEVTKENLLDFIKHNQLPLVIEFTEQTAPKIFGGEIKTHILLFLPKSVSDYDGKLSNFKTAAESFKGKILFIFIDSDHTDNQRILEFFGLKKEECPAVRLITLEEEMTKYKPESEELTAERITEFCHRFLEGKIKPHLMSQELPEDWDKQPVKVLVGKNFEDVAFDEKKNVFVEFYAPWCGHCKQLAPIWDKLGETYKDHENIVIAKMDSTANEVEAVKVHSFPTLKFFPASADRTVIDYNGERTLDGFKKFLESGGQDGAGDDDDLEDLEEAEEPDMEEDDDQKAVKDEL
Vif inh: inhibitors of HIV Vif | HEK293T cells, Vif self-association by quenched fluorescence, imaging, 24 h | inhibition, % at 7.49 µM | 340,000 tested, 0.35% active; in the data active = inhibition above about 50%, passing the limit was not always enough; inconclusive = no clear call, values can overlap the other calls; inactive = below about 31%; note: some results filed as inactive read as strong as hits
MC4R ag barr: agonists of human melanocortin 4 receptor (MC4R) beta-arrestin; P32245; U2OS MC4R beta-arrestin complementation, luminescence; percent of melanotan II response, DMSO zero; activation, % at 8.9 µM; 360,000 tested, 0.98% active;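 active = activation above a per-plate cutoff, the mean activation of sample wells on that plate plus 3 SD, cut at about 8% in these data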
* marks the source's active call; other numbers are inactive results; u = inconclusive; x = no result given. The order is random; about 3.6% have a hit in one of these screens.

Value order – Glyco luc inh	aDG glyco up	H9c2 protect	PDI inh	m5-HT2A agonist	Vif inh	MC4R antagonist	MC4R ag barr	ABCB6 inh MLPCN	CaV13 ICDI inh
CCNC(=O)C1(C)CCN(C(=O)C(c2ccccc2)c2ccccc2)C1 (configuration not stated)
 : 2	-0.1	-3	2	-1	12	-1	-0.5	97	-7
COc1cccc2c(=O)cc(C)n(CC(=O)Nc3ccc(C)c(C)c3)c12
 : 2	4.5	-25	-4	-5	-9	7	-0.2	104	x
COc1ccc(NC(=O)c2ccc3c(c2)S(=O)(=O)c2ccccc2C3=O)cc1
 : 2	0.2	2	1	10	8	9	4.0	91	24
O=S(=O)(Nc1ccc(N2CCOCC2)cc1)c1cc(Cl)ccc1Cl
 : 4	0.7	-8	-3	-4	0	-3	0.5	94	-3
Cc1oc(-c2ccc3c(c2)OCCO3)cc1C(=O)O
 : -18	-0.1	-4	-3	1	3	0	-1.1	106	-4
O=C(COC(=O)CC1CCCC1)Nc1ccccc1[N+](=O)[O-]
 : -3	0.0	9	-3	-5	0	7	4.4	101	-5
O=C(Nc1cccc(F)c1)C1CCCN(c2cnccn2)C1 (configuration not stated)
 : -1	-0.1	3	8	-7	2	10	-1.5	98	-1
COc1ccc(CCN2CC(C(=O)Nc3nnc(Cc4ccccc4)s3)CC2=O)cc1OC (configuration not stated)
 : 0	0.0	-3	-4	2	0	10	1.8	94	-6
Cn1c(=O)c2c(ncn2CC(=O)NCc2cccnc2)n(C)c1=O
 : -2	-0.1	1	6	5	-9	1	-0.9	104	x
O=C(NC1CC1)C1CCCN(C(=O)NC2CCCCC2)C1 (configuration not stated)
 : -1	-0.1	0	0	-1	-3	6	-2.9	92	0
Cc1ccc2c(=O)cc(C(=O)NCc3ccccc3)oc2c1C
 : 1	0.2	-9	4	7	9	4	0.9	101	-12
O=C(OCn1nnc2ccccc2c1=O)c1cccc(S(=O)(=O)N2CCOCC2)c1
 : 1	0.1	8	-1	-9	-4	0	-1.5	99	-2
O=C(O)C1C2C=CC(C2)C1C(=O)NCCC1=CCCCC1 (configuration not stated)
 : -2	0.0	1	1	-1	-5	3	-0.8	98	x
Cc1nonc1CN(C)C(=O)CC1C(=O)NCCN1Cc1ccccc1C(F)(F)F (configuration not stated)
 : -1	-0.3	0	-2	0	3	1	-2.9	102	-4
Cn1c(N)c(C(=O)CN2CCN(S(=O)(=O)c3ccccc3C#N)CC2)c(=O)n(C)c1=O
 : -1	0.0	6	17	2	11	4	-0.1	107	-13
CCOc1ccc(Oc2ccc(C(F)(F)F)cc2NC(=O)C2=COCCO2)cc1
 : -3	0.1	-11	-5	4	-3	16	0.8	96	-2
N#Cc1c(Nc2ccc(F)cc2)sc(C(=O)c2ccccc2)c1N
 : -3	0.5	-14	-1	3	-1	3	3.5	99	-15
COc1ccccc1NC(=O)c1ccc(Cl)c(S(=O)(=O)N2CCOCC2)c1
 : 1	1.6	1	10	0	-4	1	-2.5	99	-5
CCCOc1ccc(-c2c(C(=O)N/N=C/c3ccc(C)cc3)nnn2-c2nonc2N)cc1
 : 2	-0.1	0	0	-3	54*	10	-0.5	91	-16
CC(=O)c1ccc(N2CCC(c3cc(-c4ccc(Cl)cc4Cl)n[nH]3)CC2)c([N+](=O)[O-])c1
 : -6	8.8*	-17	0	1	-16	2	-0.2	86	-6
Cc1ccc(-c2csc3ncnc(N4CCN(c5ccccc5O)CC4)c23)cc1
 : -8	0.6	10	-1	-1	-7	2	-1.8	97	-7
O=c1c(Cc2ccc(Cl)cc2)c(O)ccn1Cc1ccccc1
 : 3	0.2	-11	2	1	5	5	-1.5	86	-1
CC(=O)COc1ccc2oc(=O)cc(-c3cc4ccccc4o3)c2c1
 : 1	0.1	32	-2	-4	5	-10	-0.1	97	-7
CN(CCOc1ccccc1)C(=O)c1ccc(OC2CCN(C(=O)C3CC3)CC2)cc1
 : -2	0.3	-4	7	2	-5	-2	-0.2	101	-6
CC(Oc1ccc(Cl)cc1)c1ccn[nH]1 (configuration not stated)
 : -1	-0.5	-4	-7	-3	-1	0	1.3	99	-7
Cc1ccc(OCC(=O)N(C)Cc2ccccc2)c([N+](=O)[O-])n1
 : 0	0.0	5	3	-5	9	12	0.5	95	-14
Cc1ccccc1OCCCCn1cnc2ccccc21
 : -3	2.5	-14	0	-4	-20	-7	2.5	94	-7
CSCCC(NC(=O)c1ccco1)C(=O)NCC1CCCCC1 (configuration not stated)
 : 0	0.1	1	9	-5	11	-1	0.3	103	-5
COc1ccccc1N1C(=O)c2ccccc2NC1c1ccc(O)cc1 (configuration not stated)
 : 1	0.0	1	7	-4	-13	3	-0.9	101	-4
Cc1cc(CSc2ccccc2)ccc1NC(=O)c1cccc([N+](=O)[O-])c1
 : -2	-0.1	-4	7	-2	x	24	0.2	98	-4
CCC(Sc1n[nH]c(=O)[nH]c1=O)C(=O)OCc1ccccc1 (configuration not stated)
 : 1	-0.1	14	2	5	-8	20	-0.3	99	-5
Cc1ccccc1C(=O)O/N=C(\N)c1ccncc1
 : -3	0.9	-11	17	-2	0	-4	-2.1	99	-3
CC(NS(=O)(=O)c1ccc(Br)cc1)C(=O)NCc1ccc2c(c1)OCO2 (configuration not stated)
 : 1	0.0	-4	1	0	1	10	-2.2	92	-4
C[C@H](NC(=O)c1ccccc1Cl)C(=O)Nc1ccccc1F
 : 1	0.0	0	11	-6	8	3	-1.3	99	-4
CCC(C)c1ccccc1NC(=O)C(C)Sc1n[nH]c(N)n1 (configuration not stated)
 : 2	-0.2	8	-1	0	2	-1	-3.3	100	-6
CCOC(=O)/C=C1\SCC(=O)N1CC(=O)Nc1cccc(F)c1
 : -2	0.1	-1	1	-2	-6	9	-0.9	105	-2
COc1cc(C(=O)NCc2ccc(F)cc2)cc(Cl)c1OC
 : 2	0.0	12	2	-5	x	15	-2.6	99	-3
CCS(=O)(=O)n1nc(-c2ccc(OC)cc2)nc1N
 : 0	-0.5	-4	-1	-2	-1	-4	-3.5	102	5
CC(=O)/C(=N/Nc1ccccc1)Sc1nnc(C(O)c2ccccc2)n1-c1ccccc1 (configuration not stated)
 : -3	-0.1	-2	-6	5	11	0	-1.7	101	0
CCOC(=O)c1c(NC(=O)CN2C(=O)NC3(CCCCC3C)C2=O)sc(C)c1CC (configuration not stated)
 : 21	-0.3	-8	-10	-7	-11	6	-1.8	96	-5
NC(N)=N/N=C/c1ccc(OCc2ccccc2)cc1
 : -11	0.7	-5	24	-6	-1	2	2.5	96	-7
Cn1c(SCc2ccccc2F)nnc1-c1ccccn1
 : 6	0.5	0	9	-1	-3	-1	-2.8	96	-5
Cn1nc(C(=O)NC2CCCCCC2)ccc1=O
 : 0	-0.1	1	-1	-4	7	19	3.3	94	-4
COC(=O)c1nc2nc(C)cc(=O)n2[nH]1
 : -1	0.3	0	u	3	27	7	2.7	104	x
Cc1cc(NC(=O)CN2C(=O)NC3(CCCCC3C)C2=O)no1 (configuration not stated)
 : 1	-0.2	2	-2	1	1	4	-0.5	102	-5
Cc1ccc(C([O-])=C(C(=S)NCc2ccccc2)[n+]2cccc(CO)c2)cc1[N+](=O)[O-]
 : 0	-0.2	7	0	-3	1	5	0.7	102	-5
CCOC(=O)/C(C#N)=C/c1ccc(OCC(=O)Nc2ccc(OC)cc2)c(OC)c1
 : -2	-0.1	6	-3	-1	1	7	-2.0	99	-4
CC(=O)C1=C(C)NC(SCc2ccc(C#N)cc2)=C(C#N)C1c1ccco1 (configuration not stated)
 : -1	0.4	-1	3	1	0	-33	-0.8	94	-3
CC(C)C(NC(=O)C1CCCCC1)C(=O)Nc1ccccn1 (configuration not stated)
 : -1	-0.4	2	-7	4	-3	15	1.9	100	x
Cn1cccc1CC(=O)N/N=C\c1ccccc1
 : 1	-0.2	0	-3	2	2	-3	1.0	95	-8

The results go on:
Value order – Glyco luc inh	aDG glyco up	H9c2 protect	PDI inh	m5-HT2A agonist	Vif inh	MC4R antagonist	MC4R ag barr	ABCB6 inh MLPCN	CaV13 ICDI inh
Brc1nc(-c2ccccc2)nc(-c2ccccc2)c1Br
 : 5	0.0	-5	-3	-6	69*	18	0.8	97	-13
Cn1cnnc1SCC(C)(C)NS(=O)(=O)c1ccc(Cl)cc1
 : 2	0.0	0	0	-11	8	8	0.4	101	-7
CN(C)S(=O)(=O)c1ccc(Cl)c(C(=O)NC2=NCCS2)c1
 : 2	-0.1	3	-1	1	0	7	-1.0	97	-4
Cc1cc(F)ccc1-c1cc(C(=O)NCc2ccc(C(F)(F)F)cc2)[nH]n1
 : 0	0.0	-12	6	-5	2	-4	1.1	91	-8
CC(=O)NC(c1cccc(F)c1)c1nc(-c2ccc(C)c(C)c2)cs1 (configuration not stated)
 : -1	0.1	-7	0	-5	-1	8	-0.8	98	-7
C/C(=N\Nc1ccc(Cl)cc1)c1ccccn1
 : 0	-0.1	0	-4	-1	1	2	-3.3	103	-9
O=C(CCCCn1c(=O)[nH]c2ccccc2c1=O)NCCc1c[nH]c2ccccc12
 : -1	0.0	4	0	6	-1	3	-1.1	95	-8
COc1ccccc1CNS(=O)(=O)c1cc(CN2C(=O)c3cccnc3C2=O)ccc1OC
 : 2	-0.1	2	6	5	-5	12	-3.1	98	-5
Cc1noc(C)c1NC(=O)N(C)C[C@@H]1Oc2cc(Br)ccc2S(=O)(=O)N([C@H](C)CO)C[C@@H]1C
 : 1	0.9	1	6	0	0	5	1.0	102	-3
CCOC(=O)CNC(=O)CSc1nnc(NC(=O)c2ccccc2Cl)s1
 : -5	0.1	-16	-5	5	2	7	2.6	104	-2
Cc1ccc(NC(=O)CN2C(=O)NC3(CCCCCC3)C2=O)cc1Cl
 : 18	0.1	1	-2	-14	-17	6	3.2	99	-14
CN(c1ccccc1)S(=O)(=O)c1cccc(NC(=O)COC(=O)C2CCCCC2)c1
 : 0	-0.1	-8	8	-1	-7	4	2.9	101	9
OCCN1CCN(c2ncnc3c2ncn3[C@H]2CN(Cc3ccc(-c4ccccc4)cc3)C[C@@H](CO)O2)CC1
 : 0	1.7	-1	-5	6	-5	2	3.3	109	-4
COc1ccccc1/C=C/C1(C(=O)NC2CCCC2)CC(=O)N1c1ccc(F)cc1 (configuration not stated)
 : 0	-0.1	-2	7	4	23	-20	7.9	94	-9
Cc1ccc(S(=O)(=O)N(C)C)cc1NC(=O)C(C)OC(=O)CC1CC2CCC1C2 (configuration not stated)
 : 1	1.5	-15	-7	3	x	7	0.3	95	-12
COc1ccc(C)cc1NC(=O)c1ccc2c(c1)C(=O)N(Cc1ccncc1)C2=O
 : 3	-0.2	2	-4	-4	24	7	-0.6	95	-5
C#CCSc1nnc(CSc2nc3ccccc3s2)n1-c1ccccc1
 : -4	0.1	-19	-4	-2	-4	8	-1.6	94	-4

Bioassay records as filed in PubChem.
